SNCA viab count = reduces viability of HEK-293 SNCA reporter cells; HEK-293-SNCA-luc viability, GF-AFC fluorescence, 24 h; Potency, µM (top dose mostly 57.1 µM), for the others: at the highest dose activity change, negative = cytotoxicity, actives largely listed as cytotoxic; actives 0.12% (n = 150,000);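 note: 0% = DMSO-treated cells and -100% = medium-only wells without cells; nearly all actives have a fitted effect of over 30% in size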
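HEK-293-SNCA-luc cells (1500/well) plated 24 h, then exposed 24 h to a dilution series; GF-AFC added 30 min at 37C, fluorescence 405/540 nm; normalised to medium-only and DMSO wells, Hill fit.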
SNCA expr inh = reduces expression of the alpha-synuclein gene; HEK-293 SNCA-luciferase knock-in, luminescence, 24 h; actives 0.17% (n = 140,000); Potency, µM (top dose mostly 57.2 µM), inactives show at the top dose activity change, negative = inhibition, hits mostly inhibitors;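 note: plate controls were DMSO cells for no effect and cell-free wells for full effect; nearly all actives have a fitted effect of over 45% in size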
Active calls of the source: *; [ ] = remark or other dose. Calls come from the whole dose curve; as a rule, active = well fitted curve in the direction sought with a large enough effect; inconclusive = small, poorly fitted or top-dose-only effect, or another doubt; inactive = no such curve, though single readings can be large; an effect the other way counts as inactive or inconclusive. Potency is the fitted concentration of half-maximal effect. The list is partial; the hit share may differ from the screen's.

#1 c1ccc(N2CCCC3(CCNCC3)C2)nc1
#2 CC(C)CN1CCC2(CC1)CCN(C(=O)Oc1ccccc1)CC2
#3 c1cc(CN2CCCC3(CCNCC3)C2)ccn1
#4 c1ccc(N2CCCC3(CCNCC3)C2)cc1
#5 O=C(Oc1ccccc1)N1CCC[C@@]2(CCN(C(c3ccccc3)c3ccccc3)C2)C1
#6 COC(=O)N1CCC2(CCCN(C)C2)CC1
#7 c1csc(CN2CCCC3(CCNCC3)C2)n1
#8 CC(C)NC(=O)N1CC[C@@]2(CCCNC2)C1

| assay / entry | 1 | 2 | 3 | 4 | 5 | 6 | 7 | 8 |
| --- | --- | --- | --- | --- | --- | --- | --- | --- |
| SNCA viab count | -21% | -12% | -18% | -9% | 2% | -5% | -2% | -4% |
| SNCA expr inh | -14% | -17% | -17% | 33% | 1% | 25% | 2% | -2% |

Part of the list above, set out differently:
No.	SMILES	SNCA viab count	SNCA expr inh
4	c1ccc(N2CCCC3(CCNCC3)C2)cc1	-9%	33%
5	O=C(Oc1ccccc1)N1CCC[C@@]2(CCN(C(c3ccccc3)c3ccccc3)C2)C1	2%	1%
6	COC(=O)N1CCC2(CCCN(C)C2)CC1	-5%	25%
7	c1csc(CN2CCCC3(CCNCC3)C2)n1	-2%	2%
8	CC(C)NC(=O)N1CC[C@@]2(CCCNC2)C1	-4%	-2%

New compounds follow.
#9 O=C(Nc1cccc(F)c1)N1CC2(CCNCC2)C1
#10 CN1CCCC2(CCN(C(=O)c3csnn3)CC2)C1
#11 O=C(Oc1ccccc1)N1CCC2(CC1)CN(Cc1ccncc1)C2
#12 COc1ccccc1CN1CCCC2(CCN(C(=O)Oc3ccccc3)CC2)C1

| assay / entry | 9 | 10 | 11 | 12 |
| --- | --- | --- | --- | --- |
| SNCA viab count | -5% | -4% | -7% | -8% |
| SNCA expr inh | -19% | 35%[activator] | -3% | 1% |
